Source: PubChem (National Center for Advancing Translational Sciences (NCATS))
JMJD2A Tudor: qHTS Assay for Inhibitors of JMJD2A-Tudor Domain | 390,000 compounds, 4.4% hits | Lysine-specific demethylase 4A (Homo sapiens), O75164 | Potency, µM (top dose mostly 114 µM), for inactives: at the top dose activity change, negative = inhibition, most hits filed as inhibitors | AlphaScreen JMJD2A-Tudor / H3K4me3 peptide binding; note: % is set by controls: 0 for no effect and ±100 for the full control effect; nearly all actives have a fitted effect of over 50% in size
RGS4 inhibitor: Inhibitors of Regulator of G Protein Signaling (RGS) 4: qHTS; Regulator of G-protein signaling 4 (Homo sapiens), P49798; Transcreener GDP fluorescence polarization, RGS4-accelerated GTP hydrolysis; Potency, µM (titrated, usually from 114 µM), without a hit: top-dose activity change, negative = inhibition, hits mostly inhibitors; 390,000 compounds, 0.039% hits; note: % is set by controls: 0 for no effect and ±100 for the full control effect; nearly all actives have a fitted effect of over 75% in size; some results filed as inactive show a strong effect at the top dose
Target sequence (P49798 whole entry, looked up): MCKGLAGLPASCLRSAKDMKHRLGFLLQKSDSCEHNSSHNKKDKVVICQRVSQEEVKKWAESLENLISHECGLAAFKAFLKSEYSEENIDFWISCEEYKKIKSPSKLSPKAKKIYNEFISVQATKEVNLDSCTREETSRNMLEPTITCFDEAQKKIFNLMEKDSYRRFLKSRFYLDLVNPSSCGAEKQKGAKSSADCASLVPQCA
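MLSMR compounds (23 nl, pin-transferred) preincubated 10 min at room temperature with a 500nM (2x) first reagent, then RGS4 at 900nM (2x) plus Transcreener GDP mix added; fluorescence polarization (620/688 nm) read before and after 90 min at 30 °C.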
GLS inhibitor: qHTS for Inhibitors of Glutaminase (GLS); Glutaminase kidney isoform, mitochondrial (Homo sapiens), O94925; GLS enzymatic activity, qHTS titration; Potency, µM (series often up to 45.5 µM), inactives show at the top dose activity change, negative = inhibition, actives largely listed as inhibitors; 410,000 compounds, 0.21% hits; note: % is set by controls: 0 for no effect and ±100 for the full control effect
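Coupled fluorescence readout: glutamate oxidase/HRP/Amplex Red detect glutamate formed by hKGA from L-glutamine (1 mM solution added). Buffer 45 mM KH2PO4 pH 8.2, 0.02% Tween-20; reads at t0 and 30 min RT.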
Tb PGK inh: qHTS Assay to Find Inhibitors of Phosphoglycerate Kinase; Phosphoglycerate kinase, glycosomal (Trypanosoma brucei brucei), P07378; PGK/GAPDH coupled, Kinase-Glo luminescence, 60 min; Potency, µM (top dose mostly 57.5 µM), for inactives: at the highest dose activity change, negative = inhibition, usual class: inhibitors; 380,000 compounds, 0.043% hits; AID 602233, 2012; note: % is set by controls: 0 for no effect and ±100 for the full control effect; nearly all actives have a fitted effect of over 60% in size
Target sequence (P07378 whole entry, looked up): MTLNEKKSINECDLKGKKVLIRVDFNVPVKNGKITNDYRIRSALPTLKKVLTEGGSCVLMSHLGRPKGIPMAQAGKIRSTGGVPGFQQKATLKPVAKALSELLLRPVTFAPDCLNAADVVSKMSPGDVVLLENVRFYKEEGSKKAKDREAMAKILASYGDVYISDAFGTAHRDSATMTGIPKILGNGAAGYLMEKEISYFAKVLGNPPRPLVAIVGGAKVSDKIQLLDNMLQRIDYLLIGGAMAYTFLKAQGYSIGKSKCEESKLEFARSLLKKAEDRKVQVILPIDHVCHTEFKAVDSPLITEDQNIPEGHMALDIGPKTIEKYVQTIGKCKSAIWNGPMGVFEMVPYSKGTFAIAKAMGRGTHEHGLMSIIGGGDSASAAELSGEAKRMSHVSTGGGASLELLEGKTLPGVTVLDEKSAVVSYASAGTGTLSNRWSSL
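Luminescent ATP detection (Kinase-Glo Plus) follows a 60-minute room-temperature incubation, with wells lacking PGK as controls. Buffer: 100 mM TEA (pH 7.6), 5 mM MgCl2, 0.01% Tween-20. Coupling enzyme GAPDH (100 nM final) supplies unstable 1,3-BPG in-well.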
HP1b chromo inh: HTS for Inhibitors of HP1-beta Chromodomain Interactions with Methylated Histone Tails; Chromobox protein homolog 1 (Homo sapiens), P83916; AlphaScreen HP1-beta / biotin-H3K9me3 peptide binding; Potency, µM (top dose mostly 114 µM), inactives show at the top dose activity change, negative = inhibition, most hits filed as inhibitors; 390,000 compounds, 0.56% hits; AID 540317, 2011; note: nearly all actives have a fitted effect of over 70% in size; inactives centre near 23
Target sequence (P83916 whole entry, looked up): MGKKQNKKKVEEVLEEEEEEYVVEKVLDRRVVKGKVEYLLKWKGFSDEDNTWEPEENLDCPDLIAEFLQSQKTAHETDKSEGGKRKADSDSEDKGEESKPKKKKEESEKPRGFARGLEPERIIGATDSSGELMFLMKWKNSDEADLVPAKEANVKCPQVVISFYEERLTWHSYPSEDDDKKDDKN
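AlphaScreen: HP1-beta (50 nM) preformed 30 min with biotin-H3(1-18)K9me3 peptide (50 nM) in PBS pH 7.4, 0.01% Tween-20. Compound added for 30 min at RT, then streptavidin donor/nickel chelate acceptor beads (10 ug/mL) for 30 min.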
12-LOX inh: Primary qHTS assay for inhibitors of human arachidonate 12S-lipoxygenase (ALOX12): Round 2 | purified 12hLO, xylenol orange hydroperoxide absorbance | 580,000 compounds, 1.1% hits | Potency, µM (highest dose often 108 µM), inactives show at the top dose activity change, negative = inhibition, hits mostly inhibitors | AID 1671190, 2021; note: % is set by controls: 0 for no effect and ±100 for the full control effect
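Purified human 12hLO at 150 nM in 25 mM Hepes, 0.01% Triton X-100, pH 7.0, preincubated 15 min at room temperature with compound. Reaction started with 40 uM arachidonic acid, 30 min at room temperature. Hydroperoxide measured by Fe-xylenol orange, 573/405 nm absorbance ratio.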
Pin1 inhibitor: qHTS Assay to Find Inhibitors of Pin1 | 390,000 compounds, 0.009% hits | Potency, µM (series often up to 115 µM), inactives show at the highest dose activity, negative = inhibition, most hits filed as inhibitors | AID 504891, 2011 | Peptidyl-prolyl cis-trans isomerase NIMA-interacting 1 (Homo sapiens), Q13526 | Pin1 FP peptide displacement, HiFluor488, 10 min; active = well fitted inhibition curve with a large enough effect in the polarisation, with a control signal flat, not every such curve was filed as active; inconclusive = small, poorly fitted or top-dose-only effect, or effect the other way, or a change in a side signal; inactive = no such curve, though single readings can be large or run the other way; the % refers to the polarisation; note: % is set by controls: 0 for no effect and ±100 for the full control effect
Target sequence (Q13526 whole entry, looked up): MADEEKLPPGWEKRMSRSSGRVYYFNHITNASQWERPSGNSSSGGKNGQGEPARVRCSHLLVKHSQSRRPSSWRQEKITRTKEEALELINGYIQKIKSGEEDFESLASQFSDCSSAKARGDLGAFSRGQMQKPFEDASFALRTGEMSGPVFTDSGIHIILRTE
ERG-DNA inh: qHTS for Small Molecule Inhibitors of the ERG Ets/DNA interaction; Transcriptional regulator ERG (Homo sapiens), P11308; fluorescence polarization, His-ERG Ets domain / labelled DNA; Potency, µM (doses to about 76.9 µM), without a hit: at the highest dose FP activity, negative = inhibition, hits mostly inhibitors; 370,000 compounds, 0.028% hits; AID 624246, 2012; active = well fitted inhibition curve with a large enough effect in the polarisation, with a control signal flat; inconclusive = small, poorly fitted or top-dose-only effect, or effect the other way, or a change in a side signal; inactive = no such curve, though single readings can be large or run the other way; the % refers to the polarisation;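 note: polarization taken with two DNA probes labelled with fluorescein and Texas red; % of control where 0% means no effect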
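His-tagged ERG Ets domain (1 uM in the protein solution; 300mM KCl, 50mM Tris-HCl, 1mM EDTA, 1mM DTT, pH 7.5) received compound, then a probe mix of 5 nM fluorescein-DNA and 100nM Texas-615-DNA. Fluorescence polarization was read for both dyes.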
rTrxR1 inhibitor: qHTS Assay for Inhibitors of Mammalian Selenoprotein Thioredoxin Reductase 1 (TrxR1): qHTS | AID 588453, 2011 | recombinant rTrxR1, NADPH fluorescence consumption, selenite substrate | Potency, µM (series often up to 114 µM), without a hit: top-dose activity change, negative = inhibition, hits mostly inhibitors | 390,000 compounds, 1% hits; note: % is set by controls: 0 for no effect and ±100 for the full control effect; nearly all actives have a fitted effect of over 65% in size
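Rat TrxR1 (90 nM in the dispensed reagent) was pre-reduced with 400 uM NADPH for 5 min at room temperature, then incubated with compound for 15 min. After 400 uM selenite was added, NADPH fluorescence (Ex 340/Em 450 nm) was followed for 8 min.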
An asterisk follows results filed as active; i = inactive; ? = inconclusive; . = no result given; & = joins results of further samples; [ ] = another dose, or the depositor's remark. Unless noted, calls come from the whole dose curve; as a rule, active = well fitted curve in the direction sought with a large enough effect; inconclusive = small, poorly fitted or top-dose-only effect, or another doubt; inactive = no such curve, though single readings can be large; an effect the other way counts as inactive or inconclusive. Potency is the fitted concentration of half-maximal effect. This is a subset (hit frequency here may not be typical).

JMJD2A Tudor,RGS4 inhibitor,GLS inhibitor,Tb PGK inh,HP1b chromo inh,12-LOX inh,Pin1 inhibitor,ERG-DNA inh,rTrxR1 inhibitor,Compound
-9%,4%,-1%,-1%,25%,-3%,-5%,1%,22%[57.1 µM],COCCC(=O)NC1CCCc2c1cnn2-c1cccc(C)c1C (stereo unspecified)
-30%,9%,4%,i,-7%,-17%,20%,9%,4%,Cc1c(C2=CCN(S(=O)(=O)c3ccc(Br)cc3)CC2)c2ccccc2n1C
?,?,-1%,i,-17%,.,-8%,4%,45µM*,CCCc1[nH]nc2c1C(c1ccc(Br)s1)C(C#N)=C(N)O2 (stereo unspecified)
-5%,1%,7%,1%,33%,0%,0%,-3%,19%,CCN(CC)c1ccc(N2C(=O)c3ccccc3C2=O)cc1
-13%,1%,5%,-4%,41%,-9%,1%,3%,10%[57.1 µM],Cc1cc(C)n(CC(O)COc2ccc(Cl)cc2)n1 (stereo unspecified)
-31%[57.1 µM],-32%,38%[activator],-2%,18%,0%,-1%,4%,-16%,Cc1cc(Cl)c2c(c1)[C@]1(C(=O)N2)[C@@H]2C(=O)N(Cc3ccccc3)C(=O)[C@@H]2[C@@H]2CCCN21
3%,1%,-15%,i,31%,-15%,?,5%,9%[57.1 µM],COc1ccc(C(=O)C[n+]2cccc3cc(OC)ccc32)cc1
-21%,-5%,7%,-10%,8%,-8%,-1%,-9%,63%[activator],CCc1nc(-c2cc(S(=O)(=O)N3CCN(c4ccccc4F)CC3)ccc2OC)no1
-4%,-7%,3%,i,33%,-24%,2%,5%,11%[57.1 µM],COc1cccc(CNC(=O)C2Cc3cc(S(=O)(=O)N4CCCCCC4)ccc3N2C(C)=O)c1 (stereo unspecified)
1%,-4%,3%,-4%,18%,-1%,-1%,-4%,23%,CC(OC(=O)c1ccc(C#N)cc1)C(=O)Nc1ccc(Cl)cn1 (stereo unspecified)
?,37%,-9%,-1%,1%,-16%,4%,11%,18%[57.1 µM],COC(=O)C1=C(N)Oc2c(oc(CO)cc2=O)C1c1c(F)cccc1Cl (stereo unspecified)
?,-26%,-6%,-4%,-6%,?,?,10%,-1%,CN(c1ccc(-c2csc(NC(=O)C3CC(=O)N(Cc4ccco4)C3)n2)cc1)S(C)(=O)=O (stereo unspecified)
-16%,-8%,8%,-2%,15%,0%,1%,-1%,12%[57.1 µM],CCCc1nc2ccccc2c(=O)n1/N=C/c1ccc(O)cc1
-15%,6%,5%,-1%,8%,87%[activator],-1%,8%,5%,CC(C(=O)Nc1ccc(S(=O)(=O)N2CCOCC2)cc1)N(c1ccccc1)S(C)(=O)=O (stereo unspecified)
-9%,5%,2%,-8%,24%,0%,0%,-2%,-9%,COc1ccc(NC(=O)CSc2nnc(CNC(=O)COc3ccc(Cl)cc3)o2)c(OC)c1
-2%,23%,3%,8%,9%[57 µM],1%,-3%,8%,11%,CC(C)(C)OC(=O)NC(CC(=O)OCc1ccccc1)C(=O)O (stereo unspecified)
-24%,11%,1%,-6%,-9%,1%,-2%,-2%,20%,N=c1c2c(ncn1CCN1CCOCC1)Oc1cc(O)ccc1C2c1ccccc1 (stereo unspecified)
9%,7%,-8%,.,33%[activator],16%,-4%,.,28%,COc1ccc(-c2ccc(-c3noc(-c4cccc(OC)c4)n3)c(OC)n2)cc1
-14%,-12%,-11%,i,24%,-18%,7%,6%,6%,Cc1nn(CCOc2ccccc2)c(=O)n1-c1ccc(F)cc1
2%,1%[56.9 µM],6%,9%,43%[activator],8%,6%,7%,17%[57.1 µM],Cc1ccc(S(=O)(=O)NNC(=O)c2c(O)c3ccccc3[nH]c2=O)cc1
4%,-22%,3%,-8%,42%[activator],-20%,2%,-25%,8%[57.1 µM],CSc1nnc2[nH]c(=O)cc(C)n12
-22%[57.1 µM],8%[11.4 µM],4%,-8%,5%,-18%,-2%,-4%,13%[57.1 µM],c1ccc2sc(C3CCN(Cc4nnnn4Cc4ccc5c(c4)OCO5)CC3)nc2c1
-2%,13%,-2%,-1%,33%,2%,-4%,0%,11%,CC(=O)N1CC(C)Sc2ccc(S(=O)(=O)NCc3ccccc3Cl)cc21 (stereo unspecified)
-14%,5%,-2%,3%,22%,-26%,-1%,5%,6%[57.1 µM],CCCCn1c(N)c(N(CC(C)C)C(=O)CSc2nnc(-c3ccc(Cl)cc3)o2)c(=O)[nH]c1=O
3%,11%,9%,8%,46%[activator],3%,-3%,1%,6%,COc1cccc(C(=O)NNC(=O)Cc2ccc(Cl)cc2)c1
11%,-19%,5%,1%,43%[activator],0%,-8%,69%[activator][15.4 µM],-11%,CC1Cc2ccccc2N1C(=O)CSc1nncs1 (stereo unspecified)
-22%,7%,3%,i,19%,0%,21%,10%,9%,Cc1ccc2cc(CN(c3ccccc3)S(=O)(=O)c3ccccc3)c(=O)[nH]c2c1
-19%,-11%,12%,-7%,52%[activator],11%,0%,9%,?,COc1ccc(-c2oc3ccc(N4CCOCC4)cc3c2C#Cc2ccc(N)cc2)cc1
-9%,-3%,3%,5%,29%,-23%,3%,-4%,8%[57.1 µM],CCOC(=O)C1=C(COC(=O)c2ccc(Cl)nc2)NC(=O)NC1C (stereo unspecified)
-32%,-1%,-3%,2%,-2%,314%[activator],-4%,4%,20%[57.1 µM],Cc1cc(C)n(-c2nc(NCCCN(C)C)c3c4c(sc3n2)CCCC4)n1
-34%,-10%,?,-7%,11%,18%,9%,.,-32%,Cc1ccc(/C=C(\C#N)c2nc3ccccc3[nH]2)s1
-2%,-7%,-9%,-7%,32%,-17%,-4%,1%,?,CC1CCN(c2cc(C#N)c(C#N)cc2[N+](=O)[O-])CC1
?,23%,-1%,i,12%,0%,-6%,-4%,-1%,COc1ccc(CN2C(=O)c3cccnc3C2=O)cc1S(=O)(=O)NC(C)C
-5%,14%,1%,10%,16%,3%,0%,-1%,-1%,CCC(C)(C)NC(=O)/C=C/c1cccs1
4%,-4%,2%,-9%,20%,-18%,-12%,-1%,0%[57.1 µM],C=C(C)COc1ccc(C2NC(=O)c3ccccc3O2)cc1OCC (stereo unspecified)
16%,-5%,-4%,0%,46%[activator],-18%,3%,-1%,11%[57.1 µM],O=C(Cc1ccsc1)OCC(=O)c1ccccc1
-17%&-8%,20%&2%,4%,1%,2%&26%,-2%,?,2%,-6%&4%,COc1cc(OC)c2ccc(=O)oc2c1C(CC(=O)N1CCOCC1)c1ccc2c(c1)OCO2 (stereo unspecified)
-26%,-20%,-5%,.,34%,0%,2%,.,-13%,O=c1[nH]c(CN2CCc3ccccc3C2)nc2ccccc12
-17%,-1%,16%,13%,13%,-19%,6%,0%,8%,COc1ccccc1-c1noc(CCC(=O)Nc2cc(C(F)(F)F)ccc2Cl)n1
2%,-34%,-3%,3%,29%,88%[activator],4%,.,7%,CCN(C(=O)COC(=O)CCn1c(C)csc1=O)c1c(N)n(Cc2ccccc2)c(=O)[nH]c1=O
?,?,50%[activator],16%,-16%,-1%,-8%,0%,-26%[57.1 µM],Cc1ccc(-c2nc3ncccn3c2Nc2ccc3c(c2)OCO3)o1
-11%,-4%,8%,-7%,26%,5%,-4%,-16%,14%,N#CCCn1cc(C(N)=O)c(-c2cccs2)n1
-12%,8%,2%,-1%,29%,0%,-1%,7%,33%,C=CCOc1cccc(C(=O)Nc2ncn[nH]2)c1
-6%,7%,13%,-2%,50%[activator],0%,1%,0%,17%,Cc1cccc2sc(NS(=O)(=O)c3ccccc3)nc12
-12%,-2%,6%,-1%,48%[activator][57 µM],-24%,4%,-7%,13%[57.1 µM],COc1ccc(CNC(=O)C2CCN(c3nc4ccccc4[nH]3)CC2)c(OC)c1
-2%,-14%,0%,-3%,57%[activator],-21%,2%,2%,9%[57.1 µM],CCOC(=O)C(C)CC(C)C(=O)N1CCOCCN(C(=O)C(C)CC(C)C(=O)OCC)CCOCC1 (stereo unspecified)
-16%,6%,14%,-4%,10%,-3%,?,11%,11%[57.1 µM],COc1ccc(/C=C(\C#N)C(=O)OCC(=O)NCc2ccccc2Cl)cc1
-12%,7%,3%,i,16%,1%,6%,2%,12%[57.1 µM],COc1cccc(NC(=O)COC(=O)CCS(=O)(=O)c2ccc(C)cc2)c1
-7%,5%,0%,.,20%,-15%,0%,.,17%[57.1 µM],COc1ccc(CNc2nn[nH]n2)cc1OC
